# GluA2 TARP mod: modulators of GluA2-stargazin AMPA receptor complexes, primary screen, cell-based, membrane potential dye. HEK293 GluA2+stargazin, membrane potential dye (FDSS), glutamate EC50; hits were called plate by plate, in both directions. Voltage-dependent calcium channel gamma-2 subunit (Mus musculus) + Glutamate receptor 2 …. AID 1259245, 2017. 3.5% of 40,000 active. calls only at 30 µM;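 active = any of four per-well response measures lying three or more SD from its plate-wide compound average, in either direction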
# Target sequence (O88602 whole entry, looked up): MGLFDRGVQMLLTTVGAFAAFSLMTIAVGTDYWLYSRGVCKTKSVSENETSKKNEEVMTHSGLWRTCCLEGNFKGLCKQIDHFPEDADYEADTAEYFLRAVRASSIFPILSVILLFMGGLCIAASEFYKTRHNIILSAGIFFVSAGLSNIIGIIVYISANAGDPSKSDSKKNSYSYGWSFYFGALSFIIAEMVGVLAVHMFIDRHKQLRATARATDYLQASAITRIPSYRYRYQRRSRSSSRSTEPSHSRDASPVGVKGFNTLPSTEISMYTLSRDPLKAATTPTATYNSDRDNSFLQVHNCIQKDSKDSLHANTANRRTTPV
# Target sequence (P19491 whole entry, looked up): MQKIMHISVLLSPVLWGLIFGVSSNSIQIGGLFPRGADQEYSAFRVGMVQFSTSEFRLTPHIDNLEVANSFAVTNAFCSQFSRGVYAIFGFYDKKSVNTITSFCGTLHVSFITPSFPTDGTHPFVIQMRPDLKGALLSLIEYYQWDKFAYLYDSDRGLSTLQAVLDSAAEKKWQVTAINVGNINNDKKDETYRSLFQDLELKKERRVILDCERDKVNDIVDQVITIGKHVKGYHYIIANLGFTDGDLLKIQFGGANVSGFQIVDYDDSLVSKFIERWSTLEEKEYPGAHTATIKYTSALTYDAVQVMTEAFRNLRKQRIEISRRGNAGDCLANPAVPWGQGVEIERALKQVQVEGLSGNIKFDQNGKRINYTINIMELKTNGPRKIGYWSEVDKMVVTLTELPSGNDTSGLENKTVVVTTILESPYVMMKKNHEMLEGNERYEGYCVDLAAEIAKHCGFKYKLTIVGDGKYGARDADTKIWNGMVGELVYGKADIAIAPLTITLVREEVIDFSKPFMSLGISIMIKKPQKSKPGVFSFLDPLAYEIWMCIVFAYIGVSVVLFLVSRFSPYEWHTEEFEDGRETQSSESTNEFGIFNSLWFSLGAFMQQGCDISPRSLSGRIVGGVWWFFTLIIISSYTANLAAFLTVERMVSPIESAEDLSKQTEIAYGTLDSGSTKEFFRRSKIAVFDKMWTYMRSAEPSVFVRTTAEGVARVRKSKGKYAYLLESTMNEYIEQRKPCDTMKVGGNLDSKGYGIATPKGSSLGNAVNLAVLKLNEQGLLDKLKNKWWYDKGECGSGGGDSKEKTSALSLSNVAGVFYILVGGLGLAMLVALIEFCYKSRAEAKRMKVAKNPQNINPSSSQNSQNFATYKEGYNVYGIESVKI
# GluA2 TARP mod agonism max-min: also measured in GluA2 TARP mod; calls as there; compound max-min signal; compound-alone response (agonism);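 unitless range of fluorescence divided by baseline over first 100 seconds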
# GluA2 TARP mod glutamate slope: also measured in GluA2 TARP mod; calls as there; glutamate slope, % of max; measured here: glutamate response slope, % max;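 scaled per plate between vehicle wells and maximal 1 mM glutamate control wells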
# An asterisk follows results filed as active; i = inactive; + = active, no number; & = joins results of further samples. This is a subset (hit frequency here may not be typical).
GluA2 TARP mod,compound,GluA2 TARP mod agonism max-min,GluA2 TARP mod glutamate slope
i,CCc1nnc2ccc(OCCNC(=O)COc3ccc(F)cc3F)nn12,0.099,46
i,CCC(=O)NCCCc1nc2ccccc2n1Cc1ccccc1F,0.031,63
i,COc1cccc(-n2c(=O)[nH]c3c(C(N)=O)nc(-c4ccccc4)nc32)c1,0.063,51
i,CCOc1ccc(OCC(=O)N2CCN(c3nccn3-c3ccc(C)cc3)CC2)cc1,0.052,35
i,COCCn1c(N)c(S(=O)(=O)c2cc(C)ccc2C)c2nc3ccccc3nc21,0.12,58
i,Cc1ccc(Cl)cc1S(=O)(=O)NCC1CCN(C)CC1,0.08,59
i,Cc1ccn(C(=O)c2ccc(Cl)cc2)n1,0.039,44
i,Cc1ccc(C)c(N2CCN(C(=O)c3cc(-c4ccc(F)cc4)c[nH]3)CC2)c1,0.074,64
i,CC1CCN(c2nc3c(c(=O)[nH]c(=O)n3C)n2CC(O)COc2ccc(Cl)cc2)CC1 (stereo not drawn),0.15,44
i,Cn1cccc1C(CNC(=O)C(=O)NCc1ccc2c(c1)OCO2)N1CCOCC1 (stereo not drawn),0.068,50
i,O=C(N1CCOCC1)N1CCN(S(=O)(=O)N2CCOCC2)CC1,0.079,53
i,O=C(Cn1nc2c(c1NC(=O)CC1CCCCC1)CSC2)NCC1CCCO1 (stereo not drawn),0.068,63
i,Cc1cc(C(C)(C)C)cc(C)c1CC1=NCCN1,0.037,57
i,CCOc1ccc(-n2ccn(CC(=O)Nc3ccc(C)cc3Cl)c(=O)c2=O)cc1,0.1,66
i,COc1cc(C(C)=O)ccc1OCC(O)CN1CCN(c2ccc(C)cc2C)CC1 (stereo not drawn),0.054&0.089,28&70
i,COc1ccc2c(=O)c(Oc3ccc(F)cc3)coc2c1,0.059,61
i,COc1ccc(F)cc1S(=O)(=O)NCC1CCN(Cc2ccccc2SC)CC1,0.16,42
i,O=C(Nc1ccc2c(c1)N(C(=O)c1ccco1)CC2)c1ccco1,0.093,59
i,CCCC(CCC)C(=O)N1CCN(c2ncnc3c2nnn3-c2cccc(F)c2)CC1,0.065,63
i,O=C1OC(C(=O)NCCCNC(=O)C2Cc3ccccc3C(=O)O2)Cc2ccccc21 (stereo not drawn),0.083,66
i,CCOCCn1c(N2CCN(c3ccccc3)CC2)nc2c1c(=O)[nH]c(=O)n2C,0.12,58
i,O=C(Nc1ccc2c(c1)N(C(=O)c1cccs1)CC2)C1c2ccccc2Oc2ccccc21,0.1,47
i,CCOc1ccc(CCNC(=O)C2CCC(Cn3c(=O)[nH]c4ccsc4c3=O)CC2)cc1 (stereo not drawn),0.13,63
i,Cc1cc(=O)[nH]c(-n2nc(C)c(CCC(=O)Nc3ccon3)c2C)n1,0.13,47
i,COc1ccc(NC(=O)Cn2cc(-c3ccc(OC)cc3)c(N(C)C)n2)cc1,0.15,59
i,CCOc1ccc(S(=O)(=O)Nc2ccc3c(c2)N(S(=O)(=O)c2ccc(F)cc2)CCC3)cc1,0.096,83
i,Cc1cc(O)c(C(c2ccc(Br)cc2)c2c(O)cc(C)[nH]c2=O)c(=O)[nH]1,0.062,47
i,CCCCN1C(SCC(=O)c2ccccc2)=NS(=O)(=O)c2ccccc21,0.11,49
i,COCc1cnc2c(c1SCC(=O)Nc1ccc(C(=O)OC)cc1)c(=O)n(C)c(=O)n2C,0.054,49
i,COc1ccc(CNC(=O)C(=O)NCC2OCCCN2S(=O)(=O)c2ccccc2)cc1 (stereo not drawn),0.098,68
i,CN(C)C(CNS(=O)(=O)c1ccc([N+](=O)[O-])cc1)c1ccc(F)cc1 (stereo not drawn),0.067,49
i,O=C(NC(=S)Nc1nn[nH]n1)C1CCCCC1,0.043,57
i,O=C1CC(c2ccc(F)cc2)CC2=C1C(c1ccc([N+](=O)[O-])o1)Nc1ccccc1N2 (stereo not drawn),0.14,41
i,CSc1ncccc1C(=O)N1CCC(CNC(=O)/C=C/c2ccc3c(c2)OCO3)CC1,0.073,53
i,CC1=NN(c2ccccc2)C(=O)C1C(=O)c1ccc(S(=O)(=O)N(C)C)cc1 (stereo not drawn),0.16,61
i,COc1ccc(Cl)cc1C(=O)N1CCN(c2nccn2-c2cccc(Cl)c2)CC1,0.047,40
i,CC(C)Oc1ccc(C(=O)Nc2ccc3c(c2)N(C(=O)C(C)(C)C)CC3)cc1,0.053,41
i,COc1ccc(S(=O)(=O)CCCC(=O)Nc2ccc3c4c(cccc24)CC3)cc1,0.084,58
i,CCOc1ccc(S(=O)(=O)NCc2ccsc2)cc1,0.019,29
i,Cc1ccc(C(C)C)c(OCCCn2c(CCCO)nc3ccccc32)c1,0.055,86
i,Cc1ccc(-n2ccnc2N2CCN(CC(=O)Nc3ccccc3F)CC2)cc1,0.062,29
i,COc1cc(NC(=O)NCc2cccs2)c2ncccc2c1,0.1,54
i,COc1ccc(S(=O)(=O)CC(=O)Nc2nc(C)c(C(C)=O)s2)cc1,0.028,50
i,CC(=O)Nc1ccc2nc(NC(=O)c3cc(C)no3)sc2c1,0.066,39
i,CS(=O)(=O)c1ccc(CC(=O)Nc2nc3c(s2)Cc2ccccc2-3)cc1,0.1,57
i,O=C(NNC(=O)c1cccn(Cc2ccc(F)cc2)c1=O)c1ccc2ccccc2c1,0.064,42
+,COc1cccc2sc(NC(=O)c3cc(C)n(C)n3)nc12,0.17*,39*
i,O=C(NCC(O)(c1ccco1)C1CC1)C1c2ccccc2Oc2ccccc21 (stereo not drawn),0.036,59
i,CC(=O)N1CCN(c2ccnc3c2c(=O)n(CC(=O)Nc2ccc(F)cc2)c(=O)n3C)CC1,0.06,51
+,CSc1ccccc1NC(=O)C(=O)NCC1CCN(Cc2cc(C)oc2C)CC1,0.11*,42*
i,COc1ccc(SCC(=O)Nc2nnc(-c3ccnn3C(C)C)o2)cc1,0.072,57
i,COc1ccccc1CCNC(=O)C(=O)Nc1c2c(nn1C(C)(C)C)CSC2,0.037,50
i,CCn1c(NCc2cc(Br)ccc2O)nc2ccccc21,0.13,31
i,O=C1/C(=C/c2cccc(O)c2)SC(=S)N1c1ccccc1O,0.12,67
i,COCC(=O)N1CCCc2ccc(NC(=O)CSc3ccc(F)cc3)cc21,0.086,63
i,O=C(CSc1nc(=O)n(CCO)c2c1CCC2)N1CCc2ccccc21,0.11,64

# Remaining list, next part
GluA2 TARP mod,compound,GluA2 TARP mod agonism max-min,GluA2 TARP mod glutamate slope
i,O=C1CN(CCCc2ccccc2)C2CS(=O)(=O)CC2N1c1cccc(Cl)c1 (stereo not drawn),0.052,68
i,COC(CNC(=O)C(=O)Nc1c2c(nn1-c1cccc(Cl)c1)CS(=O)(=O)C2)OC,0.063,95
i,COc1cccc(C(=O)Nc2nn(C)c3c2C(c2ccco2)CC(=O)N3)c1OC (stereo not drawn),0.11,65
i,COc1cc(NC(=O)CSC2=NC(C)(C)N=C2c2ccc(Cl)cc2)cc(OC)c1,0.082,49
i,O=C(c1c(F)cccc1Cl)N(Cc1ccccn1)Cc1ccco1,0.073,49
i,COc1ccc(CN(c2ccc(F)cc2)S(=O)(=O)c2ccc3nnc(C)n3c2)cc1F,0.074,55
i,Cn1nc(CNC(=O)/C=C/c2ccco2)c2ccccc2c1=O,0.13,61
i,Cc1ccc(C(CNC(=O)c2ccco2)N(C)C)cc1 (stereo not drawn),0.037,53
i,Cc1cc(C(=O)NCCCn2nc(-c3ccncc3)ccc2=O)no1,0.1,58
i,C[N+]1(CC(O)COc2ccc(Br)cc2)CCOCC1 (stereo not drawn),0.12,68
i,COc1ccc(NC(=O)Nc2ccc3c(c2)N(S(=O)(=O)c2ccccc2)CCC3)cc1,0.11,-8
i,Cn1cccc1C(CNS(=O)(=O)c1ccc(F)c(Cl)c1)N1CCOCC1 (stereo not drawn),0.09,53
i,O=C(CCSc1ccccc1)NCC1CCN(S(=O)(=O)C2CC2)CC1,0.069,44
i,COc1cccc(C(CNS(=O)(=O)c2cc(C)c(C)cc2OC)N2CCOCC2)c1 (stereo not drawn),0.075,66
i,O=C1c2ccccc2C(=O)N1CCCCN(C(=O)c1ccc(F)cc1)c1ccc(F)cc1F,0.16,47
i,O=C(Nc1ccc(Oc2ccccc2)cc1)c1cccnc1,0.089,22
i,CCOc1ccc(NC(=O)/C(=C\c2ccc(OC)c(OC)c2)NC(C)=O)cc1,0.019,49
i,CCOC(=O)N1CCc2c(sc(NC(=O)/C=C/c3ccccc3)c2-c2nc3ccccc3s2)C1,0.13,66
i,CC(=O)N1CCN(C(=O)c2ccc(S(=O)(=O)N3CCCC3)cc2)CC1,0.097,65
i,CCc1ccc(S(=O)(=O)NCCNc2ccc(Nc3ccncc3)nn2)cc1,0.25,46
i,COc1ccc(-c2nnc(NC(=O)c3ccc(Oc4ccccc4)cc3)o2)cc1OC,0.11,47
i,COc1cc(C2CC(c3ccc(C)cc3)=NN2C(C)=O)cc(OC)c1OC (stereo not drawn),0.038,55
i,O=C(Nc1ccc2c(c1)CN(C(=O)C1CC1)CC2)c1cc(-c2ccccc2)on1,0.068,60
i,COc1cccc(-n2c(C)c(C)n3c4c(=O)n(Cc5ccccc5)c(=O)n(C)c4nc23)c1,0.094,63
i,O=C(c1cc(-c2ccco2)on1)N1CCC(Cn2cnc3ccccc32)CC1,0.12,57
i,CNc1nn(CC(=O)Nc2ccc(C(=O)OC)cc2)c(N)c1-c1nc(-c2ccc(C)cc2)no1,0.16,55
i,CC(=O)N1CCN(S(=O)(=O)c2ccc(C(=O)Nc3nnc(C(C)C)s3)cc2)CC1,0.094,61
i,Cc1noc(C)c1S(=O)(=O)N1CCC2(CC1)C(=O)N(C)C(=O)N2C,0.092,61
i,COc1ccc(NC(=O)c2cccc(C)c2)cc1N1CCCCC1=O,0.048,53
i,COc1ccc(S(=O)(=O)/C(C#N)=C/N2CCN(c3cccc(Cl)c3)CC2)cc1,0.1,69

# Taken from the entries so far for reference:
GluA2 TARP mod,compound,GluA2 TARP mod agonism max-min,GluA2 TARP mod glutamate slope
i,O=C(CCSc1ccccc1)NCC1CCN(S(=O)(=O)C2CC2)CC1,0.069,44
i,COc1cccc(C(CNS(=O)(=O)c2cc(C)c(C)cc2OC)N2CCOCC2)c1 (stereo not drawn),0.075,66
i,O=C1c2ccccc2C(=O)N1CCCCN(C(=O)c1ccc(F)cc1)c1ccc(F)cc1F,0.16,47
i,O=C(Nc1ccc(Oc2ccccc2)cc1)c1cccnc1,0.089,22
i,CCOc1ccc(NC(=O)/C(=C\c2ccc(OC)c(OC)c2)NC(C)=O)cc1,0.019,49
i,CCOC(=O)N1CCc2c(sc(NC(=O)/C=C/c3ccccc3)c2-c2nc3ccccc3s2)C1,0.13,66
i,CC(=O)N1CCN(C(=O)c2ccc(S(=O)(=O)N3CCCC3)cc2)CC1,0.097,65
i,CCc1ccc(S(=O)(=O)NCCNc2ccc(Nc3ccncc3)nn2)cc1,0.25,46
i,COc1ccc(-c2nnc(NC(=O)c3ccc(Oc4ccccc4)cc3)o2)cc1OC,0.11,47
i,COc1cc(C2CC(c3ccc(C)cc3)=NN2C(C)=O)cc(OC)c1OC (stereo not drawn),0.038,55
i,O=C(Nc1ccc2c(c1)CN(C(=O)C1CC1)CC2)c1cc(-c2ccccc2)on1,0.068,60
i,COc1cccc(-n2c(C)c(C)n3c4c(=O)n(Cc5ccccc5)c(=O)n(C)c4nc23)c1,0.094,63
i,O=C(c1cc(-c2ccco2)on1)N1CCC(Cn2cnc3ccccc32)CC1,0.12,57
i,CNc1nn(CC(=O)Nc2ccc(C(=O)OC)cc2)c(N)c1-c1nc(-c2ccc(C)cc2)no1,0.16,55
i,CC(=O)N1CCN(S(=O)(=O)c2ccc(C(=O)Nc3nnc(C(C)C)s3)cc2)CC1,0.094,61
i,Cc1noc(C)c1S(=O)(=O)N1CCC2(CC1)C(=O)N(C)C(=O)N2C,0.092,61
i,COc1ccc(NC(=O)c2cccc(C)c2)cc1N1CCCCC1=O,0.048,53
i,COc1ccc(S(=O)(=O)/C(C#N)=C/N2CCN(c3cccc(Cl)c3)CC2)cc1,0.1,69
